Source: PubChem (several laboratories)
ROMK primary – modulates human ROMK potassium channel activity. Tet-inducible ROMK, thallium flux fluorescence; actives lie on both sides. B-score at 10 µM. 2% of 130,000 active. P48048;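 active = signal ratio slope over the read window, or its plate-corrected B-score, at least 3 SD from the plate mean, either direction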;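 also: B-score of the F/F0 ratio slope over 7 to 12 s after thallium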
Target sequence (P48048 whole entry, looked up): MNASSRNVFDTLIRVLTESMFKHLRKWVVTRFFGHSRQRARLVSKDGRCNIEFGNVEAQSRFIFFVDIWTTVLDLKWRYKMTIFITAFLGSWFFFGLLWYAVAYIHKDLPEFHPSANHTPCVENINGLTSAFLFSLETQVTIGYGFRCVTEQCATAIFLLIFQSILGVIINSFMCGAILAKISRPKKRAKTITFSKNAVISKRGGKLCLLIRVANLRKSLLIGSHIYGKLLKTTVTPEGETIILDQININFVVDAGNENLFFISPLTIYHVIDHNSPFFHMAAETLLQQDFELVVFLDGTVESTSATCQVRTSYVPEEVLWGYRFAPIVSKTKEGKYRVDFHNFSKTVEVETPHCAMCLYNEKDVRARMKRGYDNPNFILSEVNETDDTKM
SRC2 TRFRET art – TR-FRET artefact, counter-screen to PPARgamma/SRC-2 agonist assay | hits give high values | TR-FRET ratio at 8 µM | 0.4% of 200,000 active; in the data active = TR-FRET ratio above about 2000; also: inactives centre near 1500
STAT3 act – increases IL-6 driven STAT3 reporter signal. U3A cells, IL-6 STAT3-luciferase reporter, luminescence; 100% = signal with IL-6 EC80 alone. activation (% of control), % at 5.6 µM. AID 871. 0.91% of 190,000 active;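 active = activation above the screen-wide mean of compound activation plus 3 SD, cut at about 130% in these data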;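 also: 0% = background luminescence of wells with medium and substrate only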
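Material: STAT3-luciferase reporter U3A cells. Controls: IL-6-treated wells, 100% activation. Read-out: % activation versus median of IL-6-stimulated wells. Probe or stimulus: IL-6 stimulus at 33 ng/mL final. Timing: compound 1 h, then IL-6 6 h at 37 °C. Signal: reporter luminescence signal.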
PPARg SRC-3 ag – promotes SRC-3 coactivator recruitment by human PPARgamma; P37231; biochemical PPARgamma/SRC-3 coactivator recruitment assay; activation, % at 8 µM; 0.26% of 200,000 active; in the data active = activation above about 23%;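 also: 0% = DMSO and 100% = reference agonist; some compounds past the cut are filed as inactive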
Target sequence (P37231 whole entry, looked up): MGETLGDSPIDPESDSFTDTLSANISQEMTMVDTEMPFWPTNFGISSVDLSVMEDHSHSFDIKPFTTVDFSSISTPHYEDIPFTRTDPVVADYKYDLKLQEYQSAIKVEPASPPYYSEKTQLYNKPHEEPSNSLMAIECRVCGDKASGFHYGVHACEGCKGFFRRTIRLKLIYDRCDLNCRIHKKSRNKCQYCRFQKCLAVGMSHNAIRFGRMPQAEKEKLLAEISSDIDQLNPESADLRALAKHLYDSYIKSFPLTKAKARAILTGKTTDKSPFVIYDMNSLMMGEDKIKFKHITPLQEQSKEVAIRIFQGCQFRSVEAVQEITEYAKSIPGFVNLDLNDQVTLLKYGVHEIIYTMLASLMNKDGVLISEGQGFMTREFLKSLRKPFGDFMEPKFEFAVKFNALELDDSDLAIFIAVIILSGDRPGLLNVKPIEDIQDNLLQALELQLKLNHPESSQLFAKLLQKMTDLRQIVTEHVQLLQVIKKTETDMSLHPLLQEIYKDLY
STAT1 inh – inhibitors of IFN-gamma induced STAT1 signaling; 0.35% of 200,000 active; inhibition, % at 5.5 µM; NIH 3T3 STAT1-luciferase reporter, luminescence; AID 920;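 active = inhibition above a set limit, the mean inhibition across all tested compounds plus 3 SD, cut at about 34% in these data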;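 also: 0% = IFN-gamma with DMSO and 100% = IFN-gamma with 300 µM nifuroxazide; values of inactives mirror those of a sister screen read the other way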
bIAP activator – increases bovine intestinal alkaline phosphatase activity. 0.17% of 200,000 active. purified bovine IAP, CDP-star luminescence, 30 min; hits give high values; fold of DMSO-control signal, blank-subtracted. AID 1016. activation factor at 20 µM;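 active = activation factor of 2 or more at 20 µM, a signal rise over negative controls twice the positive control's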
PPARg SRC-2 ag – PPARgamma-driven SRC-2 recruitment agonism. P37231. PPARgamma LBD-SRC-2 recruitment, biochemical. activation, % at 8 µM. 0.34% of 200,000 active; in the data active = activation above about 22%;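 also: 0% = vehicle and 100% = reference agonist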
STAT3 inh – inhibitors of IL-6 induced STAT3 signaling. U3A cells, IL-6 STAT3-luciferase reporter, luminescence; host cell line lacks STAT1. inhibition, % at 5.5 µM. 0.89% of 190,000 active;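 active = inhibition above the mean inhibition across all screened compounds plus 3 SD, cut at about 44% in these data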;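 also: 0% = DMSO only wells and 100% = 100 µM nifuroxazide control wells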
PPARg SRC-1 ag – agonists of human PPARgamma SRC-1 coactivator recruitment; activation, % at 8 µM; PPARgamma-SRC-1 coactivator recruitment biochemical assay; 0.41% of 200,000 active; P37231; in the data active = activation above about 19%;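 also: 0% = DMSO and 100% = reference agonist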
bIAP inhibitor – intestinal alkaline phosphatase (bovine) inhibition. 190,000 tested, under 10 active. inhibition, % at 20 µM. AID 1019. purified bovine IAP, CDP-star luminescence, 30 min;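 active = over 50% inhibition of intestinal alkaline phosphatase at 20 µM in the single-dose screen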
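System: purified bovine intestinal alkaline phosphatase (IAP) enzyme; Input: IAP diluted 1/65,000,000 in the well; Measured by: CDP-star luminescence signal; Compound dosing: 20 µM single dose; Incubation: 30 min reaction at room temperature.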
TNAP act hi DEA – increases human TNAP activity under high phosphate acceptor concentration. purified TNAP, CDP-star luminescence, 1 M DEA, 30 min; hits give high values; 0 = EDTA background, 1 = DMSO-only activity. activation factor at 20 µM. 200,000 tested, under 10 active. AID 1136;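 active = activation factor at least 2 at 20 µM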
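Dosing: 20 µM single point. System: human TNAP. Amount: TNAP 1/800 final. Incubation: 30 min, room temperature. Read-out: TNAP activation factor scaled between EDTA and DMSO control wells. Signal: luminescence from CDP-star hydrolysis. Medium: 1 M DEA, pH 9.8, Mg2+, Zn2+. Control set: EDTA negative control, DMSO positive control.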
Active calls of the source: *; · = not tested or not shown.

SMILES	ROMK primary	SRC2 TRFRET art	STAT3 act	PPARg SRC-3 ag	STAT1 inh	bIAP activator	PPARg SRC-2 ag	STAT3 inh	PPARg SRC-1 ag	bIAP inhibitor	TNAP act hi DEA
COc1cc(/C=N/N2C(=O)C3C4C=CC(CC4)C3C2=O)ccc1O (centres undefined)	1.1	1634	106	2	-31	1.1	5	5	6	-11	1
CC(=O)c1cnc2ncnn2c1C	0.4	1628	96	2	-5	1	12	8	4	2	1
Cc1ccc(NC(=O)CSc2nnc(CNC(=O)C34CC5CC(CC(C5)C3)C4)n2-c2ccc(F)cc2)cc1	·	1546	108	6	-7	0.3	5	-12	6	·	1
COc1ccc(C(=O)O)cc1NS(=O)(=O)c1cccc2nsnc12	0.37	1467	105	-2	7	1	1	0	0	2	1.1
COc1ccc(/C=C/C(=O)c2cc(F)ccc2OC(=O)c2ccc(OC)c(OC)c2)cc1OC	0.0049	1748	102	4	3	1	12	2	9	-4	1
Cc1ccc(Cn2nc3c(cc2=O)CCc2ccccc2-3)cc1	-2.3	1687	103	0	5	0.8	10	-2	8	18	1.1
COc1ccc(NC(=O)N2CCN(c3nc(-c4cccc(OC)c4)cs3)CC2)cc1	-0.65	1200	77	-16	6	0.9	-6	29	0	8	1.1
Cc1nc2ccccc2c2oc(C(=O)N3CCc4ccccc43)cc12	·	1586	·	2	-13	0.9	2	·	5	12	1.1
CC(NC(=O)Nc1ccc(Cl)cc1)C(c1cccs1)N1CCOCC1 (centres undefined)	·	1320	95	-2	-5	1.2	-5	15	3	-20	1.1
Cn1c(N)c(C(=O)CSc2nnc(-c3ccccc3F)n2C2CC2)c(=O)n(C)c1=O	1.2	1548	99	5	-1	0.9	3	6	6	6	1
O=C(CNC(=O)c1ccccc1)OCc1cc(=O)n2cc(Br)ccc2n1	0.17	1547	97	-3	-5	0.6	10	2	2	40	1
C/C=C/Cn1c(SCCCc2ccccc2)nc2c1c(=O)[nH]c(=O)n2C	·	1708	99	10	0	0.9	6	6	-3	9	1
CCOc1c(Br)cc(/C=C2/SC(=O)N(CC(=O)N3CCCC3)C2=O)cc1OC	0.38	1488	99	1	-2	1	-2	6	-5	4	1
O=C(CCSc1ccccc1)NCc1cccnc1	0.89	1418	99	0	3	1.1	-1	4	-5	-6	1.1
O=C(COc1ccccc1Br)Nc1ccccc1C(F)(F)F	·	1467	89	3	-23	1	1	16	0	-4	1
COc1ccccc1N1CCN(C(=O)C(C)N(c2ccc(C)cc2)S(C)(=O)=O)CC1 (centres undefined)	1.1	1573	93	-2	3	1	4	11	2	-2	1
c1cncc(Cc2cc3ccccc3[nH]2)c1	0.3	1334	90	-1	16	0.9	-6	14	-3	5	1
COc1ccc(/C=C(/NC(=O)c2ccc([N+](=O)[O-])cc2)C(=O)NCCCN(C)C)cc1	0.0076	1670	102	-6	-5	1.1	-4	-1	0	-12	1
O=C(O)c1ccc(-n2c(-c3cc(-c4ccco4)[nH]n3)n[nH]c2=S)cc1	·	1679	98	1	4	1	-1	6	-2	1	1
O=C(NC1CCN(CC(=O)N(c2ccccc2)c2ccccc2)CC1)c1ccc([N+](=O)[O-])cc1	-0.027	1477	112	-2	-9	1	-5	-10	2	2	1.1
OCC1(CC2CCCCO2)CCN(C/C=C/c2ccccc2)CC1 (centres undefined)	·	1746	101	5	2	1.3	9	2	1	-25	1
Cc1cccc(OCC(=O)Nc2ccc(C(=O)NCC(C)C)cc2)c1	0.0071	1465	99	3	7	1.1	-4	9	8	-7	1.1
CC(C)c1ccccc1NC(=S)NN(Cc1ccccc1)c1ccccc1	·	1607	102	-1	5	0.9	6	0	4	6	1
CC(C)C(=O)Nc1nc(-c2ccc([N+](=O)[O-])cc2)cs1	0.54	1740	82	0	-24	0.8	-1	26	4	20	1
COc1ccccc1-n1c(C)nc(=O)c(-c2ccccc2)c1C	·	1330	102	2	1	1.1	-1	1	2	-13	1
Cc1cccc(N2CN(Cc3cccnc3)CNC2=S)c1C	·	1506	103	3	0	0.7	-2	-2	2	32	1
Cc1ccc(-c2cc(C)nc3ncnn23)cc1	·	1561	91	-8	-4	0.9	9	16	3	9	1
c1ccc(-n2ncc3c(NCc4ccco4)ncnc32)cc1	0.6	1442	101	5	-36	0.8	6	2	-1	17	1.1
Cc1ccc(NC(=O)c2ccccc2[N+](=O)[O-])nc1	1.9	1635	100	1	4	0.3	9	-2	4	·	1
CC1(C)N(O)CC(c2cccs2)=[N+]1[O-]	0.16	1721	94	1	-2	0.9	4	12	2	9	1
CN(Cc1ccccc1)c1oc(-c2ccco2)nc1C#N	·	1542	100	-3	2	0.8	8	4	-2	21	1.1
COc1ccc(CC(=O)c2c(O)cc(O)cc2O)cc1OC	·	1690	99	3	7	1	11	9	2	-3	1
COc1ccc(CNS(=O)(=O)c2cc(OCC(N)=O)c(C)cc2Cl)cc1	·	1399	104	-9	-4	0.9	-4	-2	-2	6	1
O=C1CCCN1CCCNC(=S)Nc1ccc(Nc2ccccc2)cc1	·	1621	90	11	18	0.9	14	18	24*	7	1
CCCN1C2CCCC1CC(NC(=S)Nc1cccc(C)c1)C2 (centres undefined)	-1.3	1735	97	4	-5	0.9	1	15	5	5	1.1
O=C(CCc1nc(-c2ccccc2)c(-c2ccccc2)o1)OCc1ccc(Cl)cc1	·	1568	99	18	5	0.9	0	4	11	7	1
CC(C)Sc1nc(N2CCOCC2)c2c(c1C#N)CC(C)(C)N(C)C2	-2.1	1355	104	8	1	1	2	1	7	-1	1
C=CCOC(=O)C1=C(C)OC(N)=C(C#N)C1c1ccc(F)cc1 (centres undefined)	·	1661	96	-2	10	0.9	3	14	16	11	1
Cc1ccc(S(=O)(=O)N(CC(=O)N=Nc2c(O)[nH]c3ccccc23)c2cccc(C)c2)cc1	-2.1	1641	102	1	-4	1	2	2	7	2	0.9
O=C(CNS(=O)(=O)c1ccc(C(=O)N2CCOCC2)cc1)N1CCOCC1	-0.11	1535	98	-1	-2	1	-1	10	-3	-2	1
CCC1(c2ccccc2)C(=O)NCNC1=O	·	1501	89	0	4	1	1	15	0	5	1
COc1ccccc1CN1C(=O)c2cccc3cccc(c23)C1=O	·	1504	89	-1	-1	1.2	3	9	4	-19	0.9
Cc1nn(CCCC(=O)Nc2cccnc2Cl)c(C)c1[N+](=O)[O-]	-0.069	1493	97	0	-3	1.1	-3	5	-5	-10	1
CC(C)(C)NC(=O)NC(=O)COC(=O)c1ccc(OC(F)F)cc1	0.21	1537	104	1	-9	0.6	-1	-2	6	44	1.1
Oc1ccc(Br)cc1/C=N/N1CCCCC1	1.2	1558	92	-1	-11	1.1	-2	7	-3	-8	0.9
CCNC(=S)N/N=C/c1ccc(OCC(=O)Nc2ccc(C)cc2)cc1	0.2	1509	93	-7	3	0.8	6	9	2	16	1
CC1CCN(C(=O)COC(=O)c2ccc(Br)o2)CC1	-0.47	1490	110	6	-13	0.9	3	-6	-6	8	1
CCNc1nc(NCC)nc(N/N=C/c2ccc([N+](=O)[O-])o2)n1	-0.12	1584	85	-1	-2	0.8	9	16	10	16	1
CCOC(=O)c1ccc(COC(=O)c2ccc3c(c2)-c2ccccc2C3=O)cc1	0.014	1539	96	-3	4	0.9	-7	11	3	15	1
COc1ccc(C2=NO[C@@H]3C(=O)N(C4CCCCC4)C(=O)[C@H]23)cc1OC	-0.12	1606	97	-3	3	1	3	7	12	4	1
COc1ccc(CC2(C)OC(c3ccc(Cl)cc3)=NN2C(C)=O)cc1 (centres undefined)	-1.7	1269	97	-3	5	0.9	-13	6	-8	7	1
COc1cccc(-c2nc(Cc3ccc(OC)c(OC)c3)no2)c1	-1.8	1392	95	7	-3	0.9	-3	13	4	10	1.1
CC(CN1CCNCC1)(NS(=O)(=O)c1ccccc1)c1ccccc1 (centres undefined)	-4.5*	1497	104	-3	3	1.1	-10	0	-1	-6	1
Cc1ccc(/C=N/Nc2ncc(Cl)cc2Cl)s1	·	1437	88	6	-27	1.2	6	21	1	-16	1
CCn1nc(C)c(CNC(=O)CC2C(=O)NCCN2Cc2ccc(C)o2)c1C (centres undefined)	-1.1	1673	101	-6	6	1.1	-1	5	-6	-6	1
CCN(CC)CC(=O)NN=C(c1ccccc1)c1ccccc1	·	1429	99	-11	-1	1	-1	10	-3	4	1
COc1ccccc1N(C(=O)c1ccncc1)c1nc(-c2ccc([N+](=O)[O-])cc2)cs1	-1.4	1909	97	1	9	1.1	1	1	9	-12	1
Cc1oc(-c2ccc(Cl)cc2)nc1CS(=O)CC(=O)NCCN1CCCC1 (centres undefined)	·	1516	102	4	1	1	2	7	1	0	1
O=C(O)c1ccc(NC(=S)NC2CCCCC2)cc1	0.24	1598	94	3	0	1	-5	7	0	1	1
O=C1OC(c2ccccc2)/C(=C(/O)c2ccc(Cl)cc2)C1=O (centres undefined)	-0.7	1734	88	21	-4	1.2	16	15	13	-18	1.1

Filtered by structure, those above with fluorine.
SMILES	ROMK primary	SRC2 TRFRET art	STAT3 act	PPARg SRC-3 ag	STAT1 inh	bIAP activator	PPARg SRC-2 ag	STAT3 inh	PPARg SRC-1 ag	bIAP inhibitor	TNAP act hi DEA
Cc1ccc(NC(=O)CSc2nnc(CNC(=O)C34CC5CC(CC(C5)C3)C4)n2-c2ccc(F)cc2)cc1	·	1546	108	6	-7	0.3	5	-12	6	·	1
COc1ccc(/C=C/C(=O)c2cc(F)ccc2OC(=O)c2ccc(OC)c(OC)c2)cc1OC	0.0049	1748	102	4	3	1	12	2	9	-4	1
Cn1c(N)c(C(=O)CSc2nnc(-c3ccccc3F)n2C2CC2)c(=O)n(C)c1=O	1.2	1548	99	5	-1	0.9	3	6	6	6	1
O=C(COc1ccccc1Br)Nc1ccccc1C(F)(F)F	·	1467	89	3	-23	1	1	16	0	-4	1
C=CCOC(=O)C1=C(C)OC(N)=C(C#N)C1c1ccc(F)cc1 (centres undefined)	·	1661	96	-2	10	0.9	3	14	16	11	1
CC(C)(C)NC(=O)NC(=O)COC(=O)c1ccc(OC(F)F)cc1	0.21	1537	104	1	-9	0.6	-1	-2	6	44	1.1

(continued)
SMILES	ROMK primary	SRC2 TRFRET art	STAT3 act	PPARg SRC-3 ag	STAT1 inh	bIAP activator	PPARg SRC-2 ag	STAT3 inh	PPARg SRC-1 ag	bIAP inhibitor	TNAP act hi DEA
COc1ccc(Oc2nc(C)cc(C)c2C#N)cc1	·	1513	89	12	-3	0.9	2	17	4	11	1
CCC(C)NC(=O)Cc1cn(C)c2ccccc12 (centres undefined)	0.54	1279	109	-5	-1	1.1	-2	-4	-2	-8	1
CCCn1c(=N)n(CC(=O)c2ccc([N+](=O)[O-])cc2)c2ccccc21	-4.4*	1412	85	-2	-5	1	-2	21	-4	2	1
COc1ccc(CCN2C(=O)CC(Cc3ccc(C)cc3)C2=O)cc1OC (centres undefined)	0.37	1644	100	6	1	1	6	2	5	-3	1
